High-throughput results: PubChem BioAssay, National Center for Advancing Translational Sciences (NCATS)
p53 reactivator: re-activators of mutant p53. H1299 p53-A138V BP100-luciferase reporter, luminescence, 24 h. 0.063% of 320,000 active. Potency, µM (doses to about 92.2 µM), for inactives: top-dose activity change, positive = activation, hits mostly activators; further: potency means the concentration at half of the fitted maximal effect; % of control where 0% means no effect; nearly all actives have a fitted effect of over 45% in size
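H1299 (p53-null), stable ts p53-A138V + BP100-Luc; 1000 cells/well, Opti-MEM/10% FBS; cpd 4 pt, 1:5; 24 h, 37 deg C, 5% CO2; detection reagent 10 min RT; luminescence.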
NPC1 prom act: activators of NPC1 promoter | 2.4% of 320,000 active | Huh7 NPC1 promoter luciferase reporter, 24 h | Potency, µM (top dose mostly 9.22 µM), without a hit: at the highest dose activation, most hits filed as activators;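 further: potency means the concentration at half of the fitted maximal effect; % of control where 0% means no effect; nearly all actives have a fitted effect of over 60% in size; reporter is driven by a mutant NPC1 promoter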
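Luminescence from an NPC1 promoter-driven luciferase reporter in stably transfected Huh7 cells was measured after 24 h compound treatment at 37 °C, followed by 10 min ambient incubation with luciferase detection reagent.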
ELG1 DNA repair: inhibitors of ELG1-dependent DNA repair in HEK293T cells; Potency, µM (highest dose often 46.1 µM), without a hit: at the highest dose activity change, negative = inhibition, hits mostly inhibitors; HEK293T ELG1-luciferase reporter, luminescence, 16 h; DNA damage induced by 5-fluorouridine; 2.3% of 330,000 active; AID 504467; further: potency means the concentration at half of the fitted maximal effect; on the % scale 0 is the no-effect control and ±100 the full control effect; nearly all actives have a fitted effect of over 55% in size
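In this reporter screen, reduction of luminescence relative to DMSO vehicle indicated activity. Compounds and 5-fluorouridine were added together to 2,000 cells per well, incubated for 16 hr at 37 °C, then developed with ONE-Glo.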
VP16 counter: Gal4-VP16 reporter inhibition counter-screen; Drosophila S2 Gal4-VP16 UAS-luciferase, luminescence, 20 h; Potency, µM (titrated, usually from 53.6 µM), inactives show top-dose activity, negative = inhibition, hits mostly inhibitors; 3.5% of 310,000 active;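 further: Gal4-VP16 expression switched on by copper sulfate through the metallothionein promoter; potency means the concentration at half of the fitted maximal effect; on the % scale 0 is the no-effect control and ±100 the full control effect; nearly all actives have a fitted effect of over 50% in size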
Rab9 prom act: activators of Rab9 promoter | Huh7 Rab9 promoter-luciferase reporter, luminescence, 24 h | 2.8% of 320,000 active | Potency, µM (doses to about 9.22 µM), inactives show at the top dose activation, negative = inhibition, usual class: activators; further: potency means the concentration at half of the fitted maximal effect; % of control where 0% means no effect; nearly all actives have a fitted effect of over 60% in size
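Cell-based reporter: Huh7 stable for Rab9 promoter-driven luciferase, plated in reduced-serum medium with 10% FBS at 1500 cells/well, compound-treated 24 h at 37 °C, luminescence read after 10 min reagent.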
ELG1 genotox: genotoxicity induction in ELG1-luciferase HEK293T cells; HEK293T ELG1-luciferase reporter, luminescence, 16 h; 1.3% of 330,000 active; Potency, µM (highest dose often 46 µM), for the others: at the highest dose activity change, positive = activation, hits mostly activators; AID 504466; further: potency means the concentration at half of the fitted maximal effect; % of control where 0% means no effect; nearly all actives have a fitted effect of over 60% in size
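ELG1-luciferase HEK293T cells, 2,000/well; compound pinned in; 16 hr, 37 °C, 5% CO2; ONE-Glo, 30 min RT; luminescence on CCD imager.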
RORg inh: ROR gamma (mouse) transcription inhibition. P51450. Drosophila S2 Gal4-RORgamma UAS-luciferase reporter, 20 h. Potency, µM (series often up to 53.6 µM), for inactives: top-dose activity change, negative = inhibition, hits mostly inhibitors. 5.4% of 310,000 active. AID 2551; further: potency means the concentration at half of the fitted maximal effect; on the % scale 0 is the no-effect control and ±100 the full control effect; nearly all actives have a fitted effect of over 60% in size
Target sequence (P51450 whole entry, looked up, the tested form may be a part): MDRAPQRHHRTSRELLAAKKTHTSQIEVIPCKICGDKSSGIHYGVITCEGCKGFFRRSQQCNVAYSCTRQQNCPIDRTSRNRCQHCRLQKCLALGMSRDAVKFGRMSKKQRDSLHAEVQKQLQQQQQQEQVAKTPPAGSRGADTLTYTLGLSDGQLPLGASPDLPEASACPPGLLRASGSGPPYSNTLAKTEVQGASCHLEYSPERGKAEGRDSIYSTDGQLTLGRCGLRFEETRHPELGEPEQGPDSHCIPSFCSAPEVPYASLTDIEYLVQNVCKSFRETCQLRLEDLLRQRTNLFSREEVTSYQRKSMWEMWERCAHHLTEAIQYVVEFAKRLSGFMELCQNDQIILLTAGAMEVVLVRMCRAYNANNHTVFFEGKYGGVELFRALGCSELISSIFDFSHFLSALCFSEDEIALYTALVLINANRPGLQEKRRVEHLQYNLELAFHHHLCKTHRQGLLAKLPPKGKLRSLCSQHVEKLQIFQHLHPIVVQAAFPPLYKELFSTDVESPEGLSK
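Drosophila Schneider cells stably carrying a metallothionein-driven Gal4 DBD–ROR gamma fusion and a UAS-Photinus luciferase reporter were exposed to compound for 1 hr, then induced with copper sulfate (700 uM final) for 20 hr at ambient temperature before luminescence reading.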
BRCA1 expr act: activators of BRCA1 expression | 1.1% of 380,000 active | AID 624202 | MCF7-BRCA1-FFLuc reporter, luminescence, 48 h; response scale: scaled: vehicle 0%, 10 µM genistein 100% | Potency, µM (series often up to 46.1 µM), for inactives: at the top dose activation, hits mostly activators; further: potency means the concentration at half of the fitted maximal effect; nearly all actives have a fitted effect of over 80% in size; some results filed as inactive show a strong effect at the top dose
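First, MCF7-BRCA1-FFLuc cells (2000/well) attach for 2 h; next, compounds are pin-added and incubated 48 h at 37 °C; finally, luciferase reagent is added and luminescence read after 15 min.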
FLuc modulator: counter-screen for miR-21 project: firefly luciferase inhibitors or activators; P08659; purified FLuc, Km substrates, luminescence inhibition; Potency, µM (highest dose often 57.5 µM), for the others: top-dose activity change, negative = inhibition, actives largely listed as inhibitors; 6.9% of 360,000 active; AID 588342;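 further: potency means the concentration at half of the fitted maximal effect; plate controls were vehicle for no effect and reference inhibitor for full effect; nearly all actives have a fitted effect of over 55% in size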
Target sequence (P08659 whole entry, looked up): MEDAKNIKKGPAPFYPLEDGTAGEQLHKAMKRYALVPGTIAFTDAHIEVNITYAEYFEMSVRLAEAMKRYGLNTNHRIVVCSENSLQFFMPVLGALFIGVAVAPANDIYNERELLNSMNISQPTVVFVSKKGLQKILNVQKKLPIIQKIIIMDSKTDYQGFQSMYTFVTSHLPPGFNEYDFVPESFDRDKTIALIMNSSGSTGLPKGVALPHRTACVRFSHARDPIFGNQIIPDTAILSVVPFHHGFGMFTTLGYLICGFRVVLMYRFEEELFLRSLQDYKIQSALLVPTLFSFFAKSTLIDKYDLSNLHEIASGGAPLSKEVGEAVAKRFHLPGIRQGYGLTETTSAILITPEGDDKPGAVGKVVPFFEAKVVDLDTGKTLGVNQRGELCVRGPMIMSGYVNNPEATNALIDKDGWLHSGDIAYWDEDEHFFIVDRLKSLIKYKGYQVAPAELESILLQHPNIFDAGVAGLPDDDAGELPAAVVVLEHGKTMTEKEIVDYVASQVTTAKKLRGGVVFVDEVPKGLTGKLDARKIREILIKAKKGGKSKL
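Biochemical qHTS of compounds, final roughly 60 µM downward over six points, against 10 nM purified firefly luciferase using Km concentrations of substrates (10 uM D-luciferin, 10 uM ATP) in Tris acetate pH 7.5 buffer; luminescence output.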
Tb PFK block: inhibitors of T. brucei phosphofructokinase. O15648. T. brucei PFK, ADP-Glo luminescence. Potency, µM (highest dose often 57.5 µM), for inactives: at the highest dose activity, negative = inhibition, usual class: inhibitors. 0.17% of 330,000 active. AID 485367;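 further: potency means the concentration at half of the fitted maximal effect; 0% = uninhibited 1x PFK enzyme wells and -100% = no-enzyme wells; nearly all actives have a fitted effect of over 60% in size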
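Luminescent ADP detection (ADP-Glo, two-step: ATP depletion then ADP-to-ATP conversion for luciferase) reported PFK activity after 45 min room-temperature reaction of 1.25 nM enzyme with 0.5 mM F6P and 0.1 mM ATP at pH 8.0.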
TRPV1 ag: human TRPV1 agonism. 0.19% of 320,000 active. AID 540275. activation, % at 8.33 µM. Q8NER1. TRPV1-expressing cells, Fluo-8 calcium influx, agonist mode; in the data active means activation above about 80%; inconclusive means between about 30% and that limit; further: 0% is about no effect
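TRPV1-expressing cells were cultured overnight at 35.5C and loaded with Fluo-8 calcium dye for 40 to 90 min at room temperature. After a 10 s baseline, compound was added and calcium influx was read kinetically for 3 min (ex 480/em 520 nm).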
An asterisk follows results filed as active; ? = inconclusive; · = no result given; & = joins results of further samples; [ ] = dose if it differs, or a comment. Unless noted, the call rests on the fitted dose curve; in most records, active means well fitted curve in the direction sought with a large enough effect; inconclusive means small, poorly fitted or top-dose-only effect, or another doubt; inactive means no such curve, though single readings can be large; an effect the other way counts as inactive or inconclusive.

item	smiles	BRCA1 expr act	Tb PFK block	Rab9 prom act	NPC1 prom act	VP16 counter	ELG1 DNA repair	p53 reactivator	FLuc modulator	ELG1 genotox	RORg inh	TRPV1 ag
1	Cc1cc(O)c(/C=N/OCc2ccc(Cl)cc2Cl)c(=O)o1	-4%	-1%	-2%	-1%	?	-15%	0%	?	-6%	13µM*	0
2	CCCCc1nnc(NC(=O)C=C(C)C)s1	22%	1%	3%	0%	6%	17%	16%	-2%	-2%	36%	-4
3	COc1ccccc1C(=O)NNC(=O)C(=O)N1CCCCC1	-14%	-5%	28%	2%	7%	22%	26%	3%	2%	-9%	1
4	O=C(NCCc1ccc(Cl)cc1)C1CCN(S(=O)(=O)N2CCCC2)CC1	6%	0%	-1%	-3%	1%	-5%	-6%	0%	-5%	20%	-2
5	CCn1cc(C(=O)O)c(=O)c2cc(F)c(N3CCN(C(=O)Nc4ccccc4)CC3)cc21	11%	0%	2%	-3%	4%	?	-4%	0%	-36%[inhibitor]	-10%	0
6	Cc1cccc(NS(=O)(=O)c2ccc(C)c(C(=O)NCc3ccncc3)c2)c1	-2%	-6%	-2%	-1%	·	-9%	-1%	0%	1%	·	2
7	CCOCC(=O)Nc1cc(C(=O)Nc2cccc(C)c2C)ccc1Cl	59%	2%	-5%	4%	0%	49%	0%	-4%	1%	9%	5
8	Cc1ccc(/C(O)=C/c2nc3ccccc3oc2=O)cc1	-20%	2%	-1%	-3%	-13%	2%	23%	3µM*	-6%	-13%	7
9	CC1CCCN1CC#CC(O)(c1ccccc1)c1ccccc1 (stereo not given)	-1%	0%	-1%	-1%	6%	-9%	-6%	1%	-3%	11%	-1
10	COc1ccc(S(=O)(=O)Nc2cccc(-n3cnnn3)c2)cc1OC	-13%	-3%	-5%	0%	-7%	3%	6%	2%	3%	2%	-1
11	CC(=O)c1ccc(NC(=S)N2CCCC2)cc1	31%	2%	17%	18%	7%	?	?	-25%	?	44%	0
12	Cc1ccccc1NC(=S)NC1(C)CCS(=O)(=O)C1 (stereo not given)	24%	-2%	-5%	0%	-10%	7%	4%	-1%	-1%	-1%	-1
13	O=C(CN(C(=O)CCC(=O)Nc1nccs1)c1ccc(F)cc1)NCc1ccc(F)cc1	-22%	3%	1%	-4%	-11%	5%	1%	2%	-24%	27%	-1
14	O=C(O)c1ccc(SCc2cnc(Cl)s2)cc1	4%	4%	5%	-3%	-5%	11%	-6%	2%	1%	3%	1
15	CCOc1ccc2oc(C(=O)OCC(=O)NC(=O)NC)c(C)c2c1	0%	-7%	10%	-2%	6%	0%	6%	-1%	2%	16%	0
16	Cc1c(C(c2ccc(F)cc2)c2c(C)n(C)n(-c3ccccc3)c2=O)c(=O)n(-c2ccccc2)n1C	-8%	0%	2%	-5%	-12%	-5%	4%	1%	-1%	-17%	-1
17	CCOc1ccc(NC(=O)CN(C)C(=O)c2ccc3c(c2)C(=O)N(CCC(C)C)C3=O)cc1OCC	-1%	1%	0%	-4%	·	-26%	·	4%	-6%	·	12
18	O=C(CCc1nnc(COc2ccccc2)o1)NCc1ccc(Cl)s1	0%	5%	2%	-6%	5%	-13%	5%	1%	2%	15%	5
19	O=C(O)c1ccc(C2SCC(=O)N2Cc2ccco2)cc1 (stereo not given)	17%	-2%	-5%	-2%	7%	-9%	0%	1%	-8%	-7%	1
20	COC(=O)c1sc(-c2ccccc2)cc1NC(=O)C1CC1	-20%	2%	3%	5%	-4%	?	3%	?	-9%	36%	2
21	CC1(C)NC(=O)N(CC(O)Cn2c3ccccc3c3ccccc32)C1=O (stereo not given)	8%	0%	0%	-2%	5%	-6%	-3%	3%	-4%	7%	?
22	Cc1cc(C)cc(NC(=O)CCCn2nc(C)c3c(C)n(-c4ccccc4)nc3c2=O)c1	-17%	1%	-9%	-6%	-2%	4%	5%	-1%&-10%	2%[9.26 µM]	4%	-1
23	COC(=O)CNC(c1ccccc1Cl)c1cc(Br)ccc1NC(=O)CCN1CCOCC1 (stereo not given)	-78%	-1%	-5%	2%	-4%	-21%	-18%	2%	1%	23%	18
24	COc1ccc(CN2CCNC(=O)C2CC(=O)N(C)Cc2nccs2)c(OC)c1 (stereo not given)	5%	-1%	0%	-4%	-9%	18%	-8%	-1%	3%	-15%	-4
25	Cc1ccc2[nH]c(=O)c(CN(c3cccc(C)c3C)S(=O)(=O)c3ccccc3)cc2c1	-48%	4%	-15%	-22%	-9%	-14%	3%	1%	-9%	-16%	21
26	COc1cc(C)c(Br)cc1S(=O)(=O)NCCCN1CCOCC1	-2%	-2%	-3%	3%	0%	14%	3%	-1%	3%	6%	0
27	CCOC(=O)C1CCCN(C(=O)Cn2c(=O)c3cccn3c3cccnc32)C1 (stereo not given)	6%	-3%	0%	-7%	-7%	7%	7%	0%	-1%	24%	1
28	Cc1ccc(C)c(NC(=O)CN(C)C(=O)c2ccc(S(=O)(=O)N(C)c3ccccc3)cc2)c1	-17%	-3%	-5%	2%	·	-15%	-4%	0%	-1%	·	3
29	O=C(NC1CCCC1)C(c1cccs1)N(CC1CCCO1)C(=O)Cc1cccs1 (stereo not given)	-26%	-8%	-3%	-3%	-5%	-5%	10%	4%	-9%	13%	11
30	COc1ccc(NC(=O)C2CCN(C(=O)Nc3ccccc3)CC2)cc1S(=O)(=O)N(C)C	-8%	0%	-3%	-3%	·	?	?	·	-2%	·	5
31	Cc1cc(C)nc(NS(=O)(=O)c2ccc(NC(=O)c3ccco3)cc2)n1	-2%	1%	1%	1%	-5%	-10%	-27%	0%	0%	-3%	-2
32	CC(=O)Nc1cccc(NC(=O)c2ccc3c(c2)CCN3S(=O)(=O)c2ccccc2)c1	-15%	1%	-6%	0%	2%	-9%	-7%	-13%	-5%	14%	?
33	COc1ccc(C(Sc2ccccc2)c2ccccc2)cc1OC (stereo not given)	2%	-16%	12%	-1%	·	?	-4%	0%	1%	·	9
34	COc1ccc(-c2noc(-c3ccccc3C(=O)NCc3ccco3)n2)cc1	33%	0%	17%	3%	2%	?	18%	?	-1%	43%	2
35	FC(F)Sc1ccc(NC2=NCCCCC2)cc1	13%	-6%	-1%	-9%	-15%	18%	-2%	0%	0%	-1%	5
36	COc1cccc(N2CCN(c3c4c(nc5ncnn35)CCC4)CC2)c1	-67%	0%	-29%	-12%	?	-29%	-18%	-7%	-5%	3%	10
37	Cc1ccnc(NC(=O)c2cccc(NC(=O)COc3ccccc3)c2)c1	53%	-9%	4%	-3%	-5%	12%	0%	17µM*	4%	-22%	3
38	Cc1noc(NS(=O)(=O)c2ccc(NC(=O)CCn3c(=O)oc4ccccc43)cc2)c1C	1%	0%	-5%	1%	-18%	21%	-2%	4%	2%	21%	15
39	CC(=O)c1ccc(-c2ccc(C(=O)NCC(c3ccco3)N(C)C)o2)cc1 (stereo not given)	47%	4%	·	·	·	?	?	·	?	·	·
40	O=C(Nc1cccn2ncnc12)c1ccc(Cl)cc1	-19%	0%	18%	24%	-7%	?	27%	-14%	-5%	19%	-3
41	Cc1cccc(C(=O)NC2CCN(CC(=O)N3CCOCC3)CC2)c1	0%	0%	2%	-2%	-6%	1%	-2%	1%	1%	-8%[10 µM]	-3
42	CC(C(=O)OCC(=O)NC1CCCC1)N1C(=O)c2ccccc2C1=O (stereo not given)	-4%	9%	·	·	·	9%	-8%	·	3%	·	·
43	CCN1C(=O)C(O)(CC(=O)c2cccc(-n3cccc3)c2)c2ccccc21 (stereo not given)	0%	-4%	1%	0%	11%	7%	0%	-5%	2%	?	0
44	Cc1ccc(NS(=O)(=O)c2cccc(C(=O)N(C)Cc3cccs3)c2)cc1	-41%	-3%	-1%	-3%	·	-14%	9%	6%	-1%	·	1
45	CCOC(=O)c1[nH]c(=O)[nH]c1COC(=O)c1cc2ccccc2o1	0%	-2%	9%	0%	-1%	3%	2%	0%	-6%	?	-4
46	COc1ccc(C(CC(=O)Nc2ncccc2C)N2Cc3ccccc3C2=O)cc1 (stereo not given)	-16%	0%	3%	-5%	-4%	2%	-1%	-2%	-2%	-18%	3
47	CCCOc1ccc(/C=c2\sc3nc(-c4ccco4)nn3c2=O)cc1OCC	3%	-4%	4%	-1%	-5%	10%	1%	2%	0%	13%	2
48	CCc1ccc(S(=O)(=O)Nc2cccc(-c3ccc4nnc(C)n4n3)c2)s1	-60%	0%	-1%	-8%	·	0%	0%	-1%	14%	·	2
49	COC(=O)[C@H](NC(=O)c1cc(-c2ccccc2)nc2ccccc12)c1ccccc1	9%	·	-12%[46.1 µM]	-3%[46.1 µM]	-1%	·	·	·	·	?	·
